# Bioassay records: PubChem, The Scripps Research Institute Molecular Screening Center
# CHO parental Ca: ATP-evoked calcium signal inhibitors, parental CHO, primary screen, counter-screen for OX1R antagonist project, cell-based, fluorescence, Fluo-8 calcium dye; parental CHO-K1, ATP-induced calcium, Fluo-8 fluorescence; hit rate 0.63% among 330,000; inhibition, % at 5.6 µM;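 active = inhibition above that plate's mean sample inhibition plus 3 SD, cut at about 26% in these data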;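 note: 0% = ATP-challenged DMSO wells and 100% = DMSO wells without ATP; some compounds past the cut are filed as inactive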
#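 Assay system: untransfected parental CHO cell line. Also added: ATP agonist challenge. Dosing: one dose, 5.6 µM nominal. Measured by: Fluo-8 fluorescence. Read-out: % inhibition. Benchmarks: ATP wells versus no-ATP DMSO wells. Repeats: no replicates.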
# M1 antag: human M1 muscarinic receptor antagonists, primary screen, CHO-K1 cells, Fluo-8 calcium fluorescence, 1536-well; hit rate 1.3% among 360,000; inhibition, % at 3 µM; CHO-K1 hM1, ACh EC80 antagonist;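 active = percent inhibition above its own plate's cutoff, namely the mean of that plate's compound wells plus 3 SD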;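 note: peak over basal fluorescence ratio during 140 s after agonist addition; 0% = ACh EC80 plus DMSO and 100% = DMSO alone without agonist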
# Target sequence (P11229 whole entry, looked up): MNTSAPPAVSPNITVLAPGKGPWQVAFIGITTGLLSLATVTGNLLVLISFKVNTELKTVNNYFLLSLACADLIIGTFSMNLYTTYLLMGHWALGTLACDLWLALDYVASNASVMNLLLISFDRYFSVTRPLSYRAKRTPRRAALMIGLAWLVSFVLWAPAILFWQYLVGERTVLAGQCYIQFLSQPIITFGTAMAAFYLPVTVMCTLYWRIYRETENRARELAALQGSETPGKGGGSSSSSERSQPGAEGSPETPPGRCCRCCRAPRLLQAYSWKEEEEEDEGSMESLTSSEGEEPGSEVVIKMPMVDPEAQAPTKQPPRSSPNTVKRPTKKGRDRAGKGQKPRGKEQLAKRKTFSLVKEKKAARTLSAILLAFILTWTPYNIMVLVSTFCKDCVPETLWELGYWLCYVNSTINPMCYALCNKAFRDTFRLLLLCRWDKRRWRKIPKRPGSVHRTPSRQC
# M4 ag: human M4 muscarinic receptor agonists, primary screen, CHO-K1 cells, Fluo-8 calcium fluorescence. activation, % at 3 µM. hit rate 0.14% among 360,000. Muscarinic acetylcholine receptor M4 (Homo sapiens), P08173. AID 624127, 2012. CHO-K1 hM4/Gqi5; vehicle 0%, full acetylcholine response 100%;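 active = activation above the run mean over all test wells plus 3 SD, cut at about 32% in these data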;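 note: peak over basal fluorescence ratio per well then scaled between controls; 0% = DMSO wells and 100% = acetylcholine at EC100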
# Target sequence (P08173 whole entry, looked up): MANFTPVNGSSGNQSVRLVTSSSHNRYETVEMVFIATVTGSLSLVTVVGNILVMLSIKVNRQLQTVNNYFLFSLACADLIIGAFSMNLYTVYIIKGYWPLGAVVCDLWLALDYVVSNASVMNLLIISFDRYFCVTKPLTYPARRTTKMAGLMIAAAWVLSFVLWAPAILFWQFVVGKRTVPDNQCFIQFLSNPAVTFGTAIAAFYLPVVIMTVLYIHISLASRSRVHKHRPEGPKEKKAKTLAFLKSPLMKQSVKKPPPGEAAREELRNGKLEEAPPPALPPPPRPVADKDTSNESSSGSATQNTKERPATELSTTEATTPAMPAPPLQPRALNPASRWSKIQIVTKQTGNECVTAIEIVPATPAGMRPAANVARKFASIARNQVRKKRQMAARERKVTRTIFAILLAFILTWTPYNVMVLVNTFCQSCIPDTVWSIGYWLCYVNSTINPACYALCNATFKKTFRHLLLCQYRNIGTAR
# M1 ag: human M1 muscarinic receptor agonists, primary screen, Fluo-8 calcium fluorescence, CHO-K1 cells, HTS | Muscarinic acetylcholine receptor M1 (Homo sapiens), P11229 | CHO-K1 hM1, agonist mode; 0% DMSO, 100% acetylcholine EC100 | activation, % at 3 µM | hit rate 0.33% among 360,000;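 active = activation above the run's mean compound activation plus 3 SD, cut at about 16% in these data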;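 note: peak over basal fluorescence ratio within a 140 s kinetic read after compound addition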
# CHO-K1 Ca antag: nonselective inhibitor or artifact in parental CHO-K1 cells; AID 602250; ATP-induced calcium, Fluo-8 fluorescence; hit rate 0.6% among 360,000; inhibition, % at 3 µM;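 active = inhibition above a per-plate cutoff, the plate's mean sample inhibition plus 3 SD, cut at about 24% in these data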;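 note: 0% = DMSO plus EC80 ATP and 100% = DMSO alone without ATP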
# CHRM4 antagonist: human M4 muscarinic receptor antagonists, primary screen, CHO cells, Fluo-8 calcium fluorescence. hit rate 0.73% among 360,000. CHO-hM4 cells, ACh EC80. Muscarinic acetylcholine receptor M4 (Homo sapiens), P08173. inhibition, % at 3 µM;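 active = inhibition above its plate's cutoff, the mean inhibition of sample wells plus 3 SD, cut at about 27% in these data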;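 note: 0% = acetylcholine EC80 with DMSO and 100% = DMSO without agonist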
# CHO-K1 Ca ag: counter-screen for M1 agonists: effect in parental CHO-K1 cells | Fluo-8 calcium fluorescence; scaled to maximal ATP response, vehicle zero | activation, % at 3 µM | hit rate 0.48% among 360,000 | AID 602248, 2012; in the data active = activation above about 15%;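 note: untransfected CHO-K1 host cells lacking M1 receptor as counterscreen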
# M1 PAM: human M1 muscarinic receptor positive allosteric modulators, primary screen, CHO-K1 cells, Fluo-8 calcium fluorescence, 1536-well. CHO-K1 hM1, ACh EC20; 0% = ACh EC20, 100% = maximal ACh. activation, % at 3 µM. hit rate 0.088% among 360,000; in the data active = activation above about 19%, passing the limit was not always enough
# OXTR potentiator: human OXTR potentiators, primary screen, fluorescence, CHO-OTR cells, Fluo-8 calcium | Oxytocin receptor (Homo sapiens), P30559 | Fluo-8 calcium fluorescence, potentiator mode; 0% = oxytocin EC15, 100% = EC100 | activation, % at 3 µM | hit rate 0.061% among 320,000;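 active = activation above that plate's cutoff, the mean activation of tested compounds plus 3 SD, cut at about 6.6% in these data, passing the limit was not always enough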;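 note: 100% uses oxytocin at 75 nM as the full agonist control; some results filed as inactive read as strong as hits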
#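 System: human OTR in CHO cells / Also added: sub-maximal oxytocin, roughly EC15 / Control set: EC15 oxytocin low, 75 nM oxytocin high / Schedule: 6 min compound pre-incubation at room temperature, 100 s kinetic read / Compound: single-point 3.0 µM / Replication: singlicate / Technique: Fluo-8 calcium dye fluorescence / Read-out basis: % activation of max/min ratio relative to oxytocin controls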
# The depositor's hits bear a star; nt = not tested or not shown; + = active, no number.
SMILES,CHO parental Ca,M1 antag,M4 ag,M1 ag,CHO-K1 Ca antag,CHRM4 antagonist,CHO-K1 Ca ag,M1 PAM,OXTR potentiator
COc1ccc(/C=C/C(=O)NC2CCS(=O)(=O)C2)cc1 (stereo not given),-7,4,1,-2,-6,-4,0.2,7,-7
COc1ccc(NC(=O)C2=CC(c3ccc(OC)cc3)=NS(=O)(=O)N2C)cc1,-7,-2,12,2,-8,-7,3.1,0,-6
CC1(C)Cc2c(c(N3CCOCC3)nc3sc(C(N)=O)c(N)c23)CO1,-32,0,9,-1,8,-10,1.0,-1,-1
CCCc1cc(C(=O)Nc2ccc(C(=O)c3ccc(C)cc3)cc2)n(C)n1,-2,-4,12,1,7,0,3.8,7,-12
OCCN1CCN(c2nnc(-c3ccccc3)c3ccccc23)CC1,2,-8,1,-10,-4,6,0.5,5,-3
O=c1ccc2c(-c3ccccc3)c3ccc(O)cc3oc-2c1,101*,104*,+,+,93*,86*,533*,-30,-25
COc1ccccc1-n1cnnc1SCC(=O)c1ccc[nH]1,-15,-2,1,-4,-5,9,0.5,-8,-19
Cc1cccc([C@@H]2C[C@H]3CN(Cc4cccc(Cl)c4)C(=O)[C@]34CCCN24)n1,-28,23*,2,-10,-5,15,0.0,-26,-11
Cc1cc(NC(=O)CN2CCCCCCC2)no1,-2,-8,-1,-7,-8,4,0.2,4,2
N#Cc1cnc(NN)nc1,-8,-4,1,-2,-6,-4,0.0,1,-5
Cc1cccc(Nc2cc(C)c3c(O)cccc3n2)c1C,7,4,4,1,5,9,2.3,2,-7
O=C(NC12CC3CC(CC(C3)C1)C2)N1CCN(c2ccccc2)CC1,-7,-23,3,-6,4,-1,0.8,9,-5
CCc1ccccc1NC(=O)CSc1nnc(-c2ccncc2)o1,-8,-5,0,-1,-14,-2,0.6,2,0
COc1ccc(OCC(=O)NCCc2c[nH]c3ccccc23)cc1,-10,2,2,-5,-9,9,2.9,2,-9
O=C(C1=C(O)C(=O)N(Cc2cccnc2)C1c1ccccn1)c1cccs1 (stereo not given),-11,0,1,-3,16,-1,-0.7,1,4
Nc1no[n+]([O-])c1-c1ccccc1,-7,-9,3,-2,-21,-5,0.4,9,-10
CCCNC(=O)C1CC(=O)N(c2ccc(OCC(=O)Nc3cc(C)cc(C)c3)cc2)C1 (stereo not given),7,-13,0,-1,-2,-16,-0.2,2,-1
O=C1NC(c2ccncc2)Nc2sc3c(c21)CCCC3 (stereo not given),-15,-12,0,-5,17,5,0.1,8,9
CC1(C(=O)NCC2CC2)Cc2c(-c3ccccc3)ccnc2O1 (stereo not given),nt,-5,1,-4,0,-9,0.3,4,nt
CC1(c2ccccc2)NC(=O)N(Cc2ccc([N+](=O)[O-])cc2)C1=O (stereo not given),-3,-5,3,-5,5,10,1.5,5,-8
CC(=O)c1ccc(N2CCN(C(=O)c3ccco3)CC2)c(F)c1,-12,-8,3,-2,-4,-5,0.9,4,-4
N#Cc1c(-c2ccccc2)cc(-c2ccccc2)nc1SCc1nnc(-c2ccccc2)o1,-9,3,0,-3,-15,-7,0.8,2,-13
CCCN(C(=O)COc1ccc(Cl)cc1Cl)c1c(N)n(Cc2ccccc2)c(=O)[nH]c1=O,-14,-6,0,-9,-20,-10,0.1,12,-3
Cc1nc2sc(C(c3cccc(F)c3)N3CCCCC3)c(O)n2n1 (stereo not given),-13,-15,0,-3,-4,5,-0.1,2,-15
O=C(c1ccc(Br)o1)N1CCN(c2ccc3nnc(-c4ccccc4)n3n2)CC1,-20,15,11,-9,-6,-1,1.9,-22,1
COc1ccc(-c2nnc(N)s2)cc1,-8,0,-1,-6,6,6,0.1,8,-3
COCCNC(=O)C(=O)NCC1OCCN1S(=O)(=O)c1cccs1 (stereo not given),5,-6,2,-2,-12,-11,1.2,7,1
Cc1ccc2c(c1)=C(c1sc(N(C)c3ccc(O)cc3)nc1O)C(=O)N=2,1,-5,1,-3,-9,-2,0.5,20,-9
NC(=O)CC(NC(=O)Cc1cccc2ccccc12)c1ccc(NCc2ccccn2)c([N+](=O)[O-])c1 (stereo not given),-9,-21,1,-2,-14,-13,-0.2,10,-10
CN(CC(=O)NCc1ccco1)S(=O)(=O)c1ccc(F)cc1,-14,-6,0,-3,-9,9,0.5,5,-3
CCOC(=O)c1ccccc1NC1c2ccccc2C(=O)N1c1cc(C)ccn1 (stereo not given),-28,1,0,-11,-8,1,0.6,-8,-6
COC(=O)c1ccsc1NC(=O)CS(=O)(=O)c1ccccc1,7,0,2,-2,0,8,0.5,0,-6
O=C(C1CCCN1S(=O)(=O)c1cccc2nsnc12)N1CCN(c2ccccc2)CC1 (stereo not given),-2,3,4,-1,-12,-5,4.5,0,-12
CCN(CC)C(=O)Cn1nnc(-c2ccc(C)o2)n1,-5,-4,2,-2,-6,-10,1.1,4,8
COc1ccc(CCN2C(=O)c3[nH]nc(-c4ccccc4O)c3C2c2cccc(Cl)c2)cc1 (stereo not given),-10,-14,-1,-1,-10,7,1.2,12,-29
CCN1CC=C2C(C#N)=C(N)C(C#N)(C#N)[C@H](c3ccoc3)[C@H]2C1,2,-9,2,1,-10,-11,2.4,-1,-16
Cc1ccc(C)c(C(=O)OCC(=O)Nc2cccc(S(=O)(=O)N3CCCCC3)c2)c1,15,30,10,-2,2,22,5.4,-8,-11
N#CCN(C(=O)CSc1nnc(C2CC2)n1C1CC1)c1ccccc1,nt,-10,1,-4,-7,-9,1.3,14,nt
COc1ccc(NC(=O)CC2CCCCC2)cc1OC,-10,-12,1,-2,-13,-3,1.1,13,0
Cc1ccc(S(=O)(=O)N(C)CC(=O)NCCCn2ccnc2)cc1,-10,-13,-1,-4,-18,18,1.5,4,4
CC(=O)c1cccc(-c2ccc3c(c2)C(C)(Cc2ccc(S(C)(=O)=O)cc2)C(=O)N3)c1 (stereo not given),nt,-12,7,2,10,-4,1.1,3,nt
CCC(=O)c1ccc(N2CCN(C(=O)c3cc([N+](=O)[O-])ccc3F)CC2)c(F)c1,2,12,13,-1,-7,5,8.7,-1,-7
CC1CCN(c2nc(-c3ccccc3)cc(C(F)(F)F)n2)CC1,-6,-11,0,-1,-4,1,0.5,7,-8
O=C(O/N=C1\C(=O)N(c2ccccc2)c2ccccc21)C1CC1,-5,-6,0,-7,-3,1,-0.1,13,-2
OC(c1cccc(Cl)c1)c1nc(-c2cnc3ccccc3c2)cs1 (stereo not given),nt,-6,7,1,0,-9,0.5,10,nt
Cc1ccc(S(=O)(=O)NCCCNS(=O)(=O)c2ccccc2Br)cc1,-4,-5,5,1,-19,-11,2.1,4,nt
O=c1[nH]c(=O)c2[nH]c(=S)[nH]c2[nH]1,nt,-15,1,-2,-9,-22,0.4,9,nt
O=CNc1cc(-c2ccc(C(=O)N3CCOCC3)cc2)cn2c(-c3ccc(F)cc3)cnc12,nt,4,5,-6,-4,0,2.1,-8,nt
CC1CCN(C(=O)COC(=O)c2n[nH]c(=O)c3ccccc23)CC1,-7,0,1,-1,-7,0,0.8,6,0
CC(C)C(=O)Nc1ccc(NC(=O)c2ccccc2Cl)nc1,-5,5,1,-2,7,-3,0.3,-2,-9

# Among those listed so far, these have a Cl atom:
SMILES,CHO parental Ca,M1 antag,M4 ag,M1 ag,CHO-K1 Ca antag,CHRM4 antagonist,CHO-K1 Ca ag,M1 PAM,OXTR potentiator
Cc1cccc([C@@H]2C[C@H]3CN(Cc4cccc(Cl)c4)C(=O)[C@]34CCCN24)n1,-28,23*,2,-10,-5,15,0.0,-26,-11
CCCN(C(=O)COc1ccc(Cl)cc1Cl)c1c(N)n(Cc2ccccc2)c(=O)[nH]c1=O,-14,-6,0,-9,-20,-10,0.1,12,-3
COc1ccc(CCN2C(=O)c3[nH]nc(-c4ccccc4O)c3C2c2cccc(Cl)c2)cc1 (stereo not given),-10,-14,-1,-1,-10,7,1.2,12,-29
OC(c1cccc(Cl)c1)c1nc(-c2cnc3ccccc3c2)cs1 (stereo not given),nt,-6,7,1,0,-9,0.5,10,nt
CC(C)C(=O)Nc1ccc(NC(=O)c2ccccc2Cl)nc1,-5,5,1,-2,7,-3,0.3,-2,-9

# Carrying on.
SMILES,CHO parental Ca,M1 antag,M4 ag,M1 ag,CHO-K1 Ca antag,CHRM4 antagonist,CHO-K1 Ca ag,M1 PAM,OXTR potentiator
CN1CCN(Cc2nc3ccccc3c(=O)n2Cc2nc(-c3ccc([N+](=O)[O-])cc3)cs2)CC1,-7,13,-1,-13,-15,-8,0.2,-8,-2
CC(C)=CCC[C@H](C)CC1Cc2[nH]c(=S)[nH]c(=O)c2C(c2ccc(F)cc2)O1 (stereo not given in full),nt,-7,0,1,-10,-3,0.5,-1,nt
COc1ccc(NC(=O)Nc2nc(C(N)C3CCCCC3)cs2)cc1 (stereo not given),nt,-2,7,-1,-1,1,1.5,5,nt
COC(=O)CNC(=O)c1sc2ncn(CC(=O)Nc3ccc(C)c(Cl)c3)c(=O)c2c1C,-6,-8,3,-4,-1,2,1.1,8,-5
CCOC(=O)c1ccccc1NC(=O)COC(=O)c1c(CC)noc1C,-25,-7,1,-2,5,0,0.0,8,-4
CS(=O)(=O)c1ccc(N2CCN(C3CC(=O)NC3=O)CC2)cc1 (stereo not given),-11,2,0,-3,-3,2,0.7,-3,-5
CCCC(=O)Nc1sc2c(c1C#N)CCCC2,-14,-24,-1,-3,3,-1,1.8,1,-12
O=C(Cc1c(F)cccc1Cl)N(Cc1ccccc1)c1ccccn1,-9,-7,1,-4,-17,-5,1.7,7,-4
COc1ccc2c(c1)CCc1c(C(=O)N3CCOCC3)noc1-2,3,2,2,-5,-7,-1,2.0,-3,2
Cc1cc(C(=O)N/N=C/c2c(C)nn(-c3ccccc3)c2C)c(C)o1,-15,-7,1,-3,-17,-11,0.6,2,-2
CCOC(=O)/C=C1/N(C)c2ccccc2C1(C)C,-1,-20,0,-5,-18,4,1.9,4,-9
Cc1ccc(NC(=O)NC(=O)COc2c(F)c(F)cc(F)c2F)c(C)c1,-6,-16,1,-5,-7,-6,0.6,7,-2
OCCNNC(=S)NC1CC2C=CC1C2 (stereo not given),8,20,12,-2,12,10,3.9,-8,-10
COc1ccc(OCc2nnc(SCC(=O)NCC3CCCO3)n2N)cc1 (stereo not given),0,13,0,1,4,-3,0.0,3,5
N#C/C=C\Oc1ccc(Cl)cc1N,-1,4,2,-1,-9,-1,0.8,5,-4
O=C1CCC(C(=O)N2CCC(CCO)CC2)CN1Cc1ccc(Cl)cc1 (stereo not given),-6,-7,1,-3,-4,1,1.4,4,-1
Cc1cc(C)c(CN2CCN(CCCn3ccc(NC(=O)OCc4ccccc4)nc3=O)CC2)c(C)c1,nt,42*,7,-4,-13,-2,2.2,-28,nt
